Screening data from PubChem.
IDH1 R132H inh – IDH1 R132H (human) inhibition. inhibition, % at 10 µM. IDH1 R132H reductase, diaphorase/resazurin fluorescence, 60 min. O75874. hit rate 0.18% among 70,000; in the data active = inhibition above about 34%;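 note: 0% = DMSO and 100% = no enzyme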
Target sequence (O75874 whole entry R132H): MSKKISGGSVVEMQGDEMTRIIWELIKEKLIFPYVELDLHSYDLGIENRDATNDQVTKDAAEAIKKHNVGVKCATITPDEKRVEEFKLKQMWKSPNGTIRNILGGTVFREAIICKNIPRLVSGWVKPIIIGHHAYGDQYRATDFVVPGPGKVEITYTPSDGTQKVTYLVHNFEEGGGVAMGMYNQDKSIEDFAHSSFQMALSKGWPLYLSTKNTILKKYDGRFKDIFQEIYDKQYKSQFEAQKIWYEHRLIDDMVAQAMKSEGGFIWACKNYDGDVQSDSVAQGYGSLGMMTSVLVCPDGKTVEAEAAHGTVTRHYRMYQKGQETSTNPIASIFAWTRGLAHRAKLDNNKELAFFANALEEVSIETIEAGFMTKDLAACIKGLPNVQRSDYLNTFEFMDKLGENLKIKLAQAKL
EZH2 inh – inhibitors of human EZH2/PRC2 methyltransferase; inhibition, % at 12.5 µM; hit rate 0.35% among 57,000; PRC2 H3K27 methylation, DELFIA TRF, 1 h; AID 651548;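 active = mean inhibition of replicates at least 50% and every single replicate also reaching 50%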;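 note: dimethyl H3K27 on biotinylated H3 21-44 peptide detected by antibody; plate controls were median neutral control wells for no effect and median positive control wells for full effect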
Numbers without * were called inactive; . = no result given.

Below each SMILES – IDH1 R132H inh | EZH2 inh
- O=C(CSc1nnc(-c2cccnc2)n1-c1ccc(Br)cc1)c1ccc(F)cc1
  0.0 | -10.4
- O=C(C[C@@H]1C[C@H]2c3cc(NC(=O)Nc4ccccc4)ccc3O[C@H]2[C@H](CO)O1)NCc1ccccn1
  0.1 | 19.4
- C[C@@H]1CN([C@@H](C)CO)C(=O)Cc2cc(NS(=O)(=O)c3ccc(F)cc3)ccc2O[C@@H]1CN(C)C(=O)NC1CCCCC1
  . | 7.9
- C[C@H](CO)N1C[C@H](C)[C@@H](CN(C)CC2CCCC2)OCc2cn(nn2)CCCC1=O
  0.1 | 0.6
- C[C@@H]1CN([C@@H](C)CO)C(=O)Cc2cc(NC(=O)Nc3ccc(F)cc3)ccc2O[C@@H]1CN(C)CC1CCCCC1
  1.7 | -9.7
- COc1ccccc1-c1cnc2c(c1)C(=O)N([C@H](C)CO)C[C@H](C)[C@@H](CN(C)Cc1cccc(F)c1)O2
  -0.6 | .
- CC(Oc1ccc(Br)cc1)c1nc(-c2cccnc2)no1 (stereo unspecified)
  -0.5 | 17.7
- Cc1cc(C)c(NC(=O)CN(c2ccc(Br)cc2)S(C)(=O)=O)c(C)c1
  0.4 | 22.4
- CO[C@H]1CN(C)C(=O)c2cc(NS(=O)(=O)c3cccc(C)c3)ccc2OC[C@@H](C)NC[C@@H]1C
  0.0 | 2.2
- C[C@@H]1CCCCO[C@@H](CN(C)C(=O)Nc2ccccc2)[C@H](C)CN([C@@H](C)CO)C(=O)c2cc(NC(=O)c3ccccc3)ccc2O1
  0.5 | .
- COCC#Cc1ccc2c(c1)O[C@@H](CN(C)C)[C@H](C)CN([C@@H](C)CO)S2(=O)=O
  -1.1 | 13.8
- COc1ccc(S(=O)(=O)N(C)C[C@H]2Oc3c(NC(=O)Nc4c(C)noc4C)cccc3C(=O)N([C@@H](C)CO)C[C@@H]2C)cc1
  -1.6 | .
- C[C@H](CO)N1C[C@H](C)[C@H](CN(C)C(=O)Nc2cccc3ccccc23)Oc2ccc(NS(=O)(=O)c3cccs3)cc2CC1=O
  0.7 | .
- O=C(CSc1nc2ccccc2s1)Nc1ccc(Cl)cc1
  0.4 | 41.3
- O=C(N[C@H]1CC[C@@H](CCNC(=O)C2CCOCC2)O[C@@H]1CO)c1ccncc1
  -0.4 | 0.6
- C[C@@H]1CN([C@H](C)CO)C(=O)c2cc(NC(=O)Nc3ccccc3)ccc2O[C@@H](C)CCCCO[C@@H]1CN(C)S(=O)(=O)c1ccc(Cl)cc1
  2.5 | .
- C[C@H](CO)N1C[C@H](C)[C@H](CN(C)C(=O)Nc2ccnc(N3CCOCC3)c2)OCc2cn(nn2)CCCC1=O
  -3.1 | -2.4
- Cc1ccc(S(=O)(=O)N(C)C[C@H]2OCCCC[C@H](C)Oc3ccc(NC(=O)C4CCCCC4)cc3C(=O)N([C@H](C)CO)C[C@H]2C)cc1
  0.1 | .
- C[C@@H]1CN([C@@H](C)CO)C(=O)c2cc(NS(=O)(=O)c3ccccc3)ccc2O[C@H]1CN(C)C(=O)Nc1ccc(C(F)(F)F)cc1
  -2.3 | .
- Cc1noc(C)c1S(=O)(=O)Nc1ccc2c(c1)C(=O)N([C@@H](C)CO)C[C@@H](C)[C@@H](CN(C)C)OCCCC[C@H](C)O2
  -0.4 | .

Exported field by field: 4 of the compounds above
> COc1ccccc1-c1cnc2c(c1)C(=O)N([C@H](C)CO)C[C@H](C)[C@@H](CN(C)Cc1cccc(F)c1)O2
  IDH1 R132H inh = -0.6	EZH2 inh = .

> CC(Oc1ccc(Br)cc1)c1nc(-c2cccnc2)no1 (stereo unspecified)
  IDH1 R132H inh = -0.5	EZH2 inh = 17.7

> Cc1cc(C)c(NC(=O)CN(c2ccc(Br)cc2)S(C)(=O)=O)c(C)c1
  IDH1 R132H inh = 0.4	EZH2 inh = 22.4

> CO[C@H]1CN(C)C(=O)c2cc(NS(=O)(=O)c3cccc(C)c3)ccc2OC[C@@H](C)NC[C@@H]1C
  IDH1 R132H inh = 0.0	EZH2 inh = 2.2

(more compounds)
Below each SMILES – IDH1 R132H inh | EZH2 inh
- CNC[C@H]1Oc2cc(C#Cc3cccc(OC)c3)ccc2S(=O)(=O)N([C@@H](C)CO)C[C@@H]1C
  -4.2 | -29.6
- COCC#Cc1cnc2c(c1)C(=O)N([C@@H](C)CO)C[C@H](C)[C@@H](CN(C)C(=O)C1CCCCC1)O2
  . | 8.9
- C[C@@H]1CN([C@H](C)CO)C(=O)c2cc(-c3ccc(C(=O)N(C)C)cc3)cnc2O[C@H]1CN(C)C(=O)c1ccncc1
  0.1 | -0.8
- COc1ccc(CNC(=O)C[C@@H]2C=C[C@@H](NC(=O)Nc3ccc4c(c3)OCO4)[C@@H](CO)O2)cc1
  0.1 | -17.7
- COc1ccccc1S(=O)(=O)N(C)C[C@H]1OCc2cn(nn2)CCCC(=O)N([C@H](C)CO)C[C@H]1C
  . | -7.6
- C=CC(C)(C)[C@@]12C[C@H]3C(=O)N[C@H]([C@@H](C)CC)C(=O)N3[C@@H]1Nc1ccccc12
  0.3 | 0.8
- COc1ccc(NC(=O)CCCC(=O)O)cc1
  0.2 | 0.4
- Cc1ccc(N(CC(=O)Nc2ccc(F)cc2)S(=O)(=O)N2CCCC2)cc1
  0.0 | 3.8
- CC(C)[C@@H](C)NC(=O)N(C)C[C@H]1OCc2ccccc2-c2ccccc2C(=O)N([C@@H](C)CO)C[C@H]1C
  -0.6 | 12.3
- C[C@@H]1CN([C@H](C)CO)C(=O)c2cccc(N(C)C)c2O[C@H]1CN(C)Cc1ccncc1
  4.9 | -5.2
- CNC[C@H]1Oc2ccc(NC(=O)c3ccncc3)cc2C(=O)N([C@H](C)CO)C[C@@H]1C
  0.5 | 4.4
- C=CCN1Cc2ccccc2[C@@H]2OC(c3ccc(OCCCO)cc3)=N[C@]2(Cc2ccccc2)C1=O
  -0.3 | 6.2
- C[C@@H]1CN([C@H](C)CO)C(=O)c2cc(C#CC3CCCC3)cnc2O[C@@H]1CN(C)C(=O)C1CC1
  -1.5 | -1.2
- Cc1noc(C)c1NC(=O)N(C)C[C@@H]1OCCCC[C@@H](C)Oc2ccc(NC(=O)NC(C)C)cc2C(=O)N([C@H](C)CO)C[C@H]1C
  2.2 | .
- O=C(C[C@@H]1CC[C@H](NC(=O)c2cccc(F)c2)[C@@H](CO)O1)NCCN1CCCC1
  -0.4 | 3.1
- CO[C@@H]1CN(C)C(=O)c2ccc(NS(=O)(=O)c3ccccc3F)cc2OC[C@H](C)NC[C@H]1C
  0.1 | -5.1
- Cc1noc(C)c1S(=O)(=O)Nc1cccc2c1O[C@@H](CN(C)S(=O)(=O)c1cn(C)cn1)[C@@H](C)CN([C@@H](C)CO)C2=O
  0.2 | .
- C[C@H](CO)N1C[C@H](C)[C@@H](CN(C)Cc2ccncc2)Oc2ncc(-c3cncnc3)cc2C1=O
  2.4 | 0.3
- C[C@@H](NC(=O)C[C@H]1CC[C@@H](NC(=O)c2cccnc2)[C@@H](CO)O1)c1ccccc1
  -0.1 | 14.0
- COC(=O)CCC(=O)NC(=S)Nc1cc(Cl)ccc1Cl
  0.9 | -5.4
- CO[C@H]1CN(C)C(=O)c2ccc(NC(C)=O)cc2OC[C@H](C)N(Cc2cccc(F)c2)C[C@H]1C
  -0.3 | 14.6
- CO[C@H]1CN(C)C(=O)c2cc(NS(=O)(=O)c3cn(C)cn3)ccc2OC[C@@H](C)N(CCC(F)(F)F)C[C@@H]1C
  -0.1 | 2.5
- C[C@H](CO)N1C[C@H](C)[C@@H](CN(C)S(C)(=O)=O)Oc2ccc(NC(=O)C3CC3)cc2CC1=O
  0.4 | 8.3
- O=C(CN1CCOCC1)NCC[C@@H]1CC[C@@H](NS(=O)(=O)c2ccc(Cl)cc2)[C@H](CO)O1
  0.0 | -6.5
- C[C@@H]1CN([C@@H](C)CO)C(=O)c2cc(NC(=O)Nc3cccc4ccccc34)ccc2O[C@@H](C)CCCCO[C@H]1CN(C)C(=O)CCCN(C)C
  -16.1 | .
- CN1CCN(C(=O)C[C@H]2C[C@@H]3c4cc(NC(=O)Cc5ccncc5)ccc4O[C@@H]3[C@@H](CO)O2)CC1
  -0.5 | 1.1
- C[C@@H]1CN([C@H](C)CO)C(=O)c2cc(NC(=O)Cc3ccccc3)ccc2O[C@@H]1CN(C)CC1CCCCC1
  0.0 | -5.4
- Cn1c(=O)c2c(nc(NCC(O)c3ccccc3)n2Cc2ccc(F)cc2)n(C)c1=O (stereo unspecified)
  -0.2 | -14.0
- Cc1cccc(S(=O)(=O)N[C@H]2CC[C@@H](CCn3cc(-c4ccccn4)nn3)O[C@H]2CO)c1
  0.0 | 2.3
- C[C@@H]1CCCCO[C@H](CN(C)Cc2ccc(C(=O)O)cc2)[C@@H](C)CN([C@H](C)CO)C(=O)c2cc(NC(=O)Nc3ccc(C(F)(F)F)cc3)ccc2O1
  0.8 | .
- CC(C)NC(=O)NCC[C@@H]1CC[C@@H](NS(=O)(=O)c2ccc(Oc3ccccc3)cc2)[C@@H](CO)O1
  -0.2 | -3.0
- C[C@@H]1CN([C@H](C)CO)C(=O)c2cccc(NC(=O)Nc3ccccc3)c2O[C@@H]1CN(C)Cc1ccc(Oc2ccccc2)cc1
  2.6 | .
- C[C@H](CO)N1C[C@H](C)[C@@H](CN(C)Cc2ccc(C(F)(F)F)cc2)OCCCC[C@H](C)Oc2ccc(NC(=O)Nc3ccc4c(c3)OCO4)cc2C1=O
  -0.4 | .
- COc1ccc(CN(C)C[C@@H]2OCc3cnnn3CCCC(=O)N([C@H](C)CO)C[C@H]2C)cc1
  -6.8 | 0.0
- CCCC(=O)Nc1ccc2c(c1)C(=O)N(C)C[C@@H](OC)[C@@H](C)CN[C@H](C)CO2
  0.3 | -15.9
- C[C@H]1CCCCO[C@H](CN(C)Cc2ccc(C(=O)O)cc2)[C@@H](C)CN([C@@H](C)CO)C(=O)c2cc(NC(=O)CCC(F)(F)F)ccc2O1
  4.6 | .
- Cc1nc(SC(C(=O)O)c2ccccc2)cc(-c2ccccc2)n1 (stereo unspecified)
  1.0 | .
- COc1cc(OC)cc(-c2nnc(SCc3cccc(C(=O)O)c3)o2)c1
  -1.6 | .
- CCC(=O)N[C@@H]1CC[C@@H](CC(=O)NCc2cc(F)cc(F)c2)O[C@H]1CO
  0.4 | 13.5
- C[C@@H]1CCCCO[C@@H](CN(C)C(=O)Nc2ccc3c(c2)OCO3)[C@H](C)CN([C@H](C)CO)C(=O)c2cc(NS(C)(=O)=O)ccc2O1
  1.8 | .

Whole records, looked up by structure:
COC(=O)CCC(=O)NC(=S)Nc1cc(Cl)ccc1Cl in the list: IDH1 R132H inh = 0.9; EZH2 inh = -5.4
O=C(CSc1nnc(-c2cccnc2)n1-c1ccc(Br)cc1)c1ccc(F)cc1 in the list: IDH1 R132H inh = 0.0; EZH2 inh = -10.4

Remaining list, next part:
Below each SMILES – IDH1 R132H inh | EZH2 inh
- C[C@@H]1CCCCO[C@H](CN(C)C(=O)CCC(F)(F)F)[C@H](C)CN([C@H](C)CO)C(=O)c2cc(N(C)C)ccc2O1
  -1.0 | -2.6
- C[C@@H]1CCCCO[C@@H](CN(C)C(=O)Nc2ccccc2)[C@@H](C)CN([C@H](C)CO)C(=O)c2cc(NC(=O)NC3CCCCC3)ccc2O1
  0.7 | .
- CCCNC(=O)Nc1ccc2c(c1)C(=O)N(C)C[C@@H](OC)[C@@H](C)CN(Cc1ccncc1)[C@@H](C)CO2
  . | -26.2
- C[C@H](CO)N1C[C@H](C)[C@H](CN(C)C(=O)CN(C)C)Oc2ncc(-c3ccc(C(=O)N(C)C)cc3)cc2C1=O
  -0.2 | .
- Cc1cc(C)c(S(=O)(=O)N(C)CC(=O)O)c(C)c1
  0.4 | -0.8
- C[C@@H]1CN([C@H](C)CO)C(=O)c2cc(NS(=O)(=O)c3ccc(Cl)cc3)ccc2O[C@H]1CN(C)Cc1ccncc1
  3.1 | 7.1
- O=C1CSC2=NC3(CO)Oc4ccccc4[C@H]([C@H]3CO)N12
  . | -2.3
- C[C@@H]1CN([C@H](C)CO)C(=O)Cc2cc(NS(=O)(=O)c3cccs3)ccc2O[C@H]1CN(C)S(=O)(=O)c1cccs1
  0.0 | .
- C[C@H](CO)N1C[C@H](C)[C@@H](CN(C)C(=O)c2ccc(N3CCN(C)CC3)cc2)OCc2cnnn2CCCC1=O
  . | 3.6
- CO[C@@H]1CN(C)C(=O)c2ccc(NC(=O)Nc3c(C)noc3C)cc2OC[C@@H](C)N(CCC(F)(F)F)C[C@H]1C
  0.0 | 4.9
- CCn1c(SCC(=O)c2ccc(Br)cc2)nnc1-c1ccco1
  0.6 | -0.1
- COC(=O)c1cc(OC)c(OC)cc1NC(=O)COc1ccccc1F
  0.5 | -26.6
- C[C@@H]1CN([C@@H](C)CO)C(=O)c2cccc(NC(=O)C3CC3)c2O[C@H]1CN(C)C(=O)Nc1ccc2c(c1)OCO2
  1.4 | .
- C[C@H](CO)N1C[C@H](C)[C@@H](CN(C)Cc2ccc(Cl)c(Cl)c2)Oc2c(NC(=O)Nc3ccc4c(c3)OCO4)cccc2C1=O
  6.9 | .
- O=C(Nc1ccc2c(c1)[C@@H]1C[C@H](CC(=O)N3CCCCC3)O[C@H](CO)[C@@H]1O2)C1CCOCC1
  -0.9 | -0.7
- COC(=O)c1ccc(NC(=O)CSc2nc3ccccc3c(=O)n2-c2ccc(C)cc2)cc1
  0.5 | -12.1
- COc1cc(Cc2nccc3cc(OC)c(OC)cc23)c(NC(=O)c2cc(F)c(F)cc2Cl)cc1OC
  0.3 | -7.7
- C[C@@H]1CCCCO[C@H](CN(C)S(=O)(=O)c2cn(C)cn2)[C@@H](C)CN([C@@H](C)CO)C(=O)c2cc(NC(=O)c3ccccc3)ccc2O1
  1.0 | .
- C[C@H](NC(=O)C[C@H]1C=C[C@@H](NC(=O)c2cccnc2)[C@H](CO)O1)c1ccccc1
  0.0 | 6.2
- C[C@H]1CN([C@@H](C)CO)C(=O)CCCn2nncc2CO[C@H]1CN(C)C(=O)Nc1ccc(N2CCCCC2)cc1
  . | -0.4

Not all compounds are listed; rates above refer to the full screens.
